High-throughput results deposited in PubChem by NMMLSC.
QS inhibitor – inhibitors of bacterial quorum sensing in S. aureus; S. aureus RN6390 RNAIII-GFP reporter, AIP-induced, flow cytometry 3 h; inhibition, % at 2 µM; hit rate 0.3% among 24,000;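 active = share of bacteria positive for the green fluorescent reporter and its mean brightness both inhibited by 50% or more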;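 also: 0% = AIP-stimulated control and 100% = unstimulated bacteria without AIP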
QS inhibitor GFP MFI % – second read-out of QS inhibitor, no call of its own (marks repeat the call); inhibition, %; measured here: inhibition of GFP MFI
* = called active by the depositor. Only part of the results is shown, so the mix of outcomes need not match the whole.

Order of values – QS inhibitor	QS inhibitor GFP MFI %
- COc1ccc(OC)c(CNC(=O)CCN2C(=O)COc3ccccc32)c1
  0	-1
- O=C(Cn1cnc2ccccc2c1=O)NCCC(=O)N1CCN(c2ccccc2)CC1
  -1	20
- COc1ccc(NC(=O)CSc2nnc(Cn3c(=O)sc4ccccc43)n2C)cc1OC
  -6	8
- Cc1cnc(NC(=O)C2=C(O)c3ccccc3S(=O)(=O)N2C)s1
  0	-14
- C=CCn1c(SCC(=O)c2cccs2)nnc1-c1cccc(OC)c1
  0	-18
- Cc1cc(NC(=O)CSc2nc3c(c(=O)n2Cc2ccccc2)SC(C)C3)no1 (centres undefined)
  0	0
- N/C(=N/O)c1nc(N2CCCC2)nc(N(c2ccccc2)c2ccccc2)n1
  3	39
- O=C(NCCN1CCN(c2cccc(Cl)c2)CC1)C1CCCN(S(=O)(=O)c2cnc[nH]2)C1 (centres undefined)
  -3	-4
- CC(C)(C)c1cn(-c2ccccc2)c(=S)[nH]1
  -2	-10
- NC(=O)CN1CCN(C(=O)NC2CCCCC2)CC1
  -2	0
- Cc1cc(NC(=O)CCCC(=O)Nc2ccc(F)cc2)no1
  0	0
- O=[n+]1cc(-c2ccc(F)cc2)n([O-])c2c1CCC2
  0	-4
- Cc1ccc(S(=O)(=O)Nc2ccc3ncccc3c2)cc1
  -4	-6
- C=CCn1cc(C(=O)NCC2CCCO2)c(=O)c2cc(S(=O)(=O)N3CCCCCC3)ccc21 (centres undefined)
  -3	-5
- CSc1ccccc1NC(=O)c1noc2c1CCC2
  0	-1
- NC(=O)CSc1nc(-c2ccccc2Cl)ns1
  -1	-15
- Cc1cc(NC(=O)c2cc(-c3cccs3)on2)no1
  3	7
- CCOC(=O)c1ccccc1NC(=O)c1cccc2c1C(=O)N(C1CCN(C(=O)OCC)CC1)C2
  2	9
- O=C(NC1CCCc2ccccc21)C1CCN(S(=O)(=O)N2CCCCCC2)CC1 (centres undefined)
  2	-1
- CCOC(=O)c1nnn(-c2nonc2-n2cccc2)c1CN1CCC(C)CC1
  -1	-3
- CN1C(=O)c2c(sc3c2CCCC3)NC1c1ccccc1O (centres undefined)
  -2	-1
- COC(=O)C(C)Sc1nnc(Cc2cc(=O)[nH]c(=O)[nH]2)n1-c1ccc(Cl)cc1 (centres undefined)
  -8	-19
- O=C(Nc1cccc(Cl)c1)C1CCCN(S(=O)(=O)c2cnc[nH]2)C1 (centres undefined)
  -4	-33
- CCOc1ccc(NCCC(=O)c2ccc3c(c2)OCO3)cc1
  0	10
- CSc1nnnn1CCn1nnnc1SC
  1	11
- COc1ccc(C)cc1C(=O)C1CC(C(=O)O)C(C)(C)C1C (centres undefined)
  1	7
- COc1cccc(-c2nc(CS(=O)CC(=O)NCCCOC(C)C)c(C)o2)c1 (centres undefined)
  -3	-7
- CCCS(=O)(=O)N1CCCC(C(=O)NCCc2ccc(OC)c(OC)c2)C1 (centres undefined)
  -5	-41
- CCOC(=O)Cc1csc(NC(=O)COc2ccc(OC)cc2)n1
  -3	-27
- CCOc1ccc(CCNC(=O)C2CCCN(c3nn4c(=O)cc(C)nc4s3)C2)cc1OCC (centres undefined)
  0	3
- Cc1oc(-c2ccccc2F)nc1CS(=O)(=O)CC(=O)N1CCOCC1
  2	16
- COc1cc2c(cc1OC)CN(C(=O)CSc1nnc3scc(-c4ccccc4)n13)CC2
  0	-3
- Cc1ccc(OC(=O)c2cccc(C(=O)Oc3ccc(C)cn3)n2)nc1
  -1	4
- O=C(CSc1nc(-c2ccco2)cc(C(F)(F)F)n1)Nc1ccc(C(=O)N2CCCCC2)cc1
  12	31
- NS(=O)(=O)c1ccc(CCNC(=O)CCCC2=NS(=O)(=O)c3ccccc3N2)cc1
  -1	-10
- COCCNC(=O)Cn1c(=O)n(Cc2ccc(C(=O)NCc3ccco3)cc2)c(=O)c2ccccc21
  -1	11
- COc1ccc(CNC(=O)Nc2cccs2)cc1OC
  0	6
- CCOc1ccc(-c2nnn(CCC(=O)O)n2)cc1OC
  0	-18
- Cc1noc(C)c1CSc1nnc2scc(-c3ccc(Cl)cc3)n12
  1	5
- COC(=O)c1sc2cnccc2c1N
  0	8
- Cc1c(C(=O)NCc2cccnc2)oc2ccc(S(=O)(=O)N3CCCC(C)C3)cc12 (centres undefined)
  -5	-5
- COC(=O)c1ccccc1NC(=O)c1cc(-c2ccc(OC)c(OC)c2)on1
  2	3
- CC(=O)Nc1ccc(S(=O)(=O)N2CCN(CCC#N)CC2)cc1
  -2	-25
- Clc1ccc(C2=Nn3c(nnc3-c3n[nH]c4c3CCC4)SC2)cc1Cl
  8	41
- COCCCNC(=O)CSc1ccc(Cl)cc1
  0	-4
- CCCCS(=O)(=O)N1CN(S(=O)(=O)CCCC)C2NC(=O)NC21 (centres undefined)
  1	4
- O=C(CSc1nnnn1-c1ccccc1)Nc1nsc(-c2ccc(Cl)cc2)n1
  1	6
- COc1cccc(OC)c1OCC(O)CN1CCN(c2ccccc2)CC1 (centres undefined)
  3	10
- COc1ccccc1-c1nc(C(N)=O)c2[nH]c(=O)n(-c3cccc(C)c3)c2n1
  7	18
- CCCCNc1cc(C(=O)O)cc(S(N)(=O)=O)c1Oc1ccccc1
  2	-1
- Cc1cc(-c2ccco2)n(CC(=O)NCCN(C)C)n1
  -2	-4
- N#CC1=C(N)Oc2cc(O)ccc2C1C1CCCCC1 (centres undefined)
  -4	-12
- CCN(CC)CCCNC(=O)c1cc2c(=O)n(C)c3ccccc3c2n1C
  -1	-7
- Cc1nn(-c2nc3ccccc3[nH]2)c(N)c1-c1ccccc1
  10	16
- Cn1c2c(c(=O)n(C)c1=O)C1c3ccccc3OCC1C(C)(C)O2 (centres undefined)
  -2	-8
- O=C(CS(=O)(=O)c1cn(Cc2ccc(F)cc2)c2ccccc12)N1CCCCC1
  4	12
- Cc1noc(C)c1C(=O)Nc1nnc(-c2ccccc2)s1
  6	8
- Cn1c(Cc2csc(N)n2)nnc1SCC(=O)NC1CCCCC1
  2	32
- COc1ccc(C2C(=O)N(CCc3ccccc3)CC(=O)N2C2CCCC2)cc1 (centres undefined)
  -2	-3
- COc1ccccc1C1CC(c2ccc(C)cc2)Nc2ncnn21 (centres undefined)
  -7	-12

The results go on:
Order of values – QS inhibitor	QS inhibitor GFP MFI %
- Cc1ccc(NC(=O)C2CCCN(S(=O)(=O)c3c(C)noc3/C=C/N(C)C)C2)cc1F (centres undefined)
  2	15
- CCOC(=O)C1=C(C)N=C2SC(CC)C(=O)N2C1c1cccc(F)c1 (centres undefined)
  -3	-6
- Clc1cc2c(c(Cn3cnc4ccccc43)c1)OCOC2
  1	2
- Clc1ccc(-n2ncc3c(NCCCn4ccnc4)ncnc32)cc1
  -2	-4
- Cc1cccc(NC(=O)CC(C)(C)C)c1
  -2	-17
- Cn1c(=O)[nH]c(=O)c2c1nc(N1CCNCC1)n2Cc1cccc2ccccc12
  0	10
- COC(=O)c1sc2ccccc2c1N
  -3	-7
- CCCc1cc(=O)[nH]c(SCC(=O)N2CCN(S(=O)(=O)c3ccc(C)cc3)C2)n1
  -3	-5
- CCN(C(=O)c1cc2cc3ccc(C)cc3nc2o1)c1ccc(OC)cc1
  1	5
- O=C(c1ccc(CNc2c(N3CCOCC3)c(=O)c2=O)cc1)N1CC=C(c2ccccc2)CC1
  4	9
- COC(=O)c1ccc(Oc2nc(C)cc(Oc3ccccc3)n2)cc1
  -6	-10
- COc1ccc(N2C(=O)C3CCCN3C2c2cccc(OC)c2)cc1 (centres undefined)
  0	21
- Cc1ccc(Cn2ccc(NC(=O)c3cc(-c4ccc(F)cc4)on3)n2)cc1
  -2	-4
- CCNc1nc(Oc2ccc(=O)n(-c3ccccc3)n2)nc(N2CCOCC2)n1
  4	-6
- CC(=O)N1c2c(cc(Br)cc2S(=O)(=O)NCc2cccnc2)CC1C (centres undefined)
  -5	-8

5 of these compounds, set out differently.
| SMILES | QS inhibitor | QS inhibitor GFP MFI % |
| --- | --- | --- |
| Cn1c(=O)[nH]c(=O)c2c1nc(N1CCNCC1)n2Cc1cccc2ccccc12 | 0 | 10 |
| COC(=O)c1sc2ccccc2c1N | -3 | -7 |
| CCCc1cc(=O)[nH]c(SCC(=O)N2CCN(S(=O)(=O)c3ccc(C)cc3)C2)n1 | -3 | -5 |
| CCN(C(=O)c1cc2cc3ccc(C)cc3nc2o1)c1ccc(OC)cc1 | 1 | 5 |
| O=C(c1ccc(CNc2c(N3CCOCC3)c(=O)c2=O)cc1)N1CC=C(c2ccccc2)CC1 | 4 | 9 |

The results go on:
Order of values – QS inhibitor	QS inhibitor GFP MFI %
- CCn1c(=O)cc(OCC(=O)Nc2cccnc2)c2ccccc21
  -5	-13
- Cc1ccc(C(CC(=O)O)Nc2nc(N3CCCCC3)nc(N3CCCCC3)n2)cc1 (centres undefined)
  -5	-5
- Cc1noc(C)c1S(=O)(=O)Nc1c(C)n(C)n(-c2ccccc2)c1=O
  -1	-16
- COc1ccc(C(=O)N(CN2CCCC2=O)c2nccs2)cc1OC
  -3	4
- O=C(NCc1cccnc1)NC1(C(F)(F)F)Oc2ccccc2O1
  -7	-10
- C=CCSc1nc2nc(C)cc(C)n2n1
  0	3
- O=C(CN1CCN(c2cccc(Cl)c2)CC1)N1CCCC1
  2	17
- COC(=O)c1ccccc1NC(=O)CSc1nc(N)cc(N)n1
  -1	2
- Cc1cc(C)cc(-n2nnc(C(=O)NCc3ccc4c(c3)OCO4)c2N)c1
  0	3
- COCCn1cc(C(=O)N2CCN(C)CC2)c2c3ccccc3n(C)c2c1=O
  11	21
- Cn1c(SCC(=O)Nc2cccc(F)c2)nnc1-c1cccnc1
  1	16
- COCCNC(=O)CCn1c(=O)oc2ccccc21
  -8	-12
- Cc1ccnc(NC(=O)C2CCC(CNc3c(N4CCCC4)c(=O)c3=O)CC2)c1 (centres undefined)
  0	5
- CCOc1ccc(S(=O)(=O)n2ccc(C)n2)c2ccccc12
  -1	-5
- CC(=O)Nc1ccc(S(=O)(=O)N2CCN(c3cccc(C)c3C)CC2)cc1
  6	16
- Cc1cccc2sc(NC(=O)CNS(=O)(=O)c3ccc(Br)s3)nc12
  3	18
- CCOc1ccc(N(CC(=O)NCc2cccs2)S(=O)(=O)c2c(C)noc2C)cc1
  -8	-30
- Nn1c(SCC(=O)Nc2ccc3c(c2)OCO3)nnc1C1CC1
  0	3
- COCCN1Cc2cccc(C(=O)NCc3cccnc3)c2C1=O
  3	14
- CCc1cccc(NC(=O)C2CCCN(S(=O)(=O)c3c(C)[nH]c(=O)[nH]c3=O)C2)c1 (centres undefined)
  -2	-13
- COc1cc2c(cc1OC)C(C(=O)N1CCCC1)C(c1ccccc1F)N(C)C2=O (centres undefined)
  -4	-12
- COc1ccc(-n2nnc3c(=O)n(Cc4ccccc4C)cnc32)cc1
  -7	-2
- CCOC(=O)c1ccc(N=Cc2nc(-c3ccccc3)oc2OC(C)=O)cc1
  0	8
- CC(C)(C)c1nc(CN2CCOCC2)ccc1O
  -1	-4
- CCCN1Cc2cccc(C(=O)Nc3ccc(OC)c(OC)c3)c2C1=O
  -3	-12
- CCOc1ccccc1C1CC(c2ccc(Cl)cc2)Nc2nc(N)nn21 (centres undefined)
  -4	-6
- Cc1ccnc(NS(=O)(=O)c2ccc(NC(=O)C3CCCCC3C(=O)O)cc2)n1 (centres undefined)
  -4	5
- O=C(c1ccc(CS(=O)(=O)c2c(Cl)cccc2Cl)o1)N1CCCC1
  2	4
- O=C1CC(Cc2ccccc2)C(=O)N1CCc1ccc2c(c1)OCO2 (centres undefined)
  -3	-5
- O=C(CSc1nc2c(cnn2-c2ccccc2)c(=O)[nH]1)c1ccc(Cl)cc1
  2	-3
- COc1cccc(C(=O)Nc2c(C(N)=O)oc3ccccc23)c1
  0	1
- O=C(c1cc(-c2ccc3c(c2)OCO3)on1)N1CCN(c2ccccc2)CC1
  -5	-2
- CCS(=O)(=O)NCc1cn2ccsc2n1
  3	5
- COc1cc(C2=NOC(C(=O)Nc3ccc(C)cc3)C2)cc(OC)c1OC (centres undefined)
  -2	-6
- O=C(NC1CCCC1)C(c1ccc(Cl)cc1)N1CCOCC1 (centres undefined)
  0	-26
- O=C(O)COc1ccc(Oc2ccccc2)cc1
  -2	-5
- Cn1c(SCc2nc3ccccc3c(=O)[nH]2)nnc1-c1ccco1
  0	2
- O=C(NCCc1c[nH]c2ccccc12)C(=O)NCC(c1ccco1)N1CCN(c2ccccc2F)CC1 (centres undefined)
  0	9
- CCC(C)(C)n1nnnc1C(c1ccc(OC)c(OC)c1)N1CCN(c2ccc(F)cc2)CC1 (centres undefined)
  0	-2
- CCCn1c(SCC(=O)Nc2cc(C)on2)nc2c1c(=O)n(C)c(=O)n2C
  -2	-3
- O=C(Nc1cccc2nsnc12)c1ccc2c(c1)OCCO2
  2	4
- O=C(NC1CC2CCC1C2)C1COc2ccccc2O1 (centres undefined)
  -1	-1
- O=C(c1cccs1)N1CCN=C1SCc1ccccc1
  0	22
- CC(C)OC(=O)CSc1nnc(-c2ccccn2)n1-c1ccccc1
  0	3
- CCOC(=O)CSC1=Nc2ccccc2C2=NC(CC(=O)NCc3ccc4c(c3)OCO4)C(=O)N12 (centres undefined)
  0	-19
- O=C(CCNS(=O)(=O)c1cccc2nsnc12)NCCc1ccccc1
  1	7
- CCOC(=O)c1cc2sc(C)cc2n1CC(=O)NCc1ccc(F)cc1
  0	16
- Cc1cc(=O)oc(C)c1C(=O)NCCCN1CCN(c2ccc(F)cc2)CC1
  0	-9
- C(=C\c1ccccc1)/CN1CCN(Cc2ccc3c(c2)OCCO3)CC1
  -1	-13
- COc1ccc(-n2c(=O)cc(N3CCN(c4ccccc4OC)CC3)[nH]c2=O)cc1
  -2	1

Part of the list above in another layout:
| molecule | QS inhibitor | QS inhibitor GFP MFI % |
| --- | --- | --- |
| Cc1cc(=O)oc(C)c1C(=O)NCCCN1CCN(c2ccc(F)cc2)CC1 | 0 | -9 |
| O=C(CCNS(=O)(=O)c1cccc2nsnc12)NCCc1ccccc1 | 1 | 7 |
